From PubChem
Lamin A splicing – LMNA splicing modulation. HeLa LMNA splicing GFP/RFP minigene ratio, 48 h. Potency, µM (highest dose often 46.1 µM), inactives show top-dose ratio change, negative = inhibition, actives largely listed as inhibitors. actives 0.01% (n = 200,000). AID 1487; active = well fitted inhibition curve with a large enough effect in the signal ratio, with a control signal flat, not every such curve was filed as active; inconclusive = small, poorly fitted or top-dose-only effect, or effect the other way, or a change in a side signal; the % refers to the signal ratio; also: potency is read from the fitted curve at half-maximal effect; % is scaled to controls: 0 for no effect and ±100 for the full control effect
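S3 HeLa stable clones carrying a lamin A-EGFP splicing minigene plus DsRed2 were seeded at 600 cells/well in Opti-MEM with 2% FBS, pin-dosed and incubated 48 h at 37°C. Acumen cytometry (488 nm) gave the GFP/RFP total-intensity ratio.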
Epigenetic reg – derepresses silenced GFP reporter in murine cells; murine LDR cells, GFP reporter derepression, 30 h; Potency, µM (series often up to 53.9 µM), without a hit: at the top dose GFP activation, actives largely listed as activators; actives 0.2% (n = 280,000); also: potency is read from the fitted curve at half-maximal effect; % of control where 0% means no effect; nearly all actives have a fitted effect of over 60% in size
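In this reporter-derepression format, murine cells bearing a silenced integrated CMV-GFP locus incubate with test compound (30 h, 37 C), then are washed and imaged; fluorescent objects of 20–120 um count as induced cells.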
IMPase Li inh – IMPase inhibition in cells with lithium potentiation | CHO-M1 cells, IP1 TR-FRET (IP-One), carbachol + lithium | Potency, µM (series often up to 59.4 µM), for inactives: at the highest dose activity, negative = IMPase inhibition, actives largely listed as inhibitors | actives 0.35% (n = 210,000);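 also: IP1 builds up when IMPase is blocked and the TR-FRET signal falls; potency is read from the fitted curve at half-maximal effect; plate controls were basal vehicle for no effect and high inhibitor control for full effect; nearly all actives have a fitted effect of over 50% in size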
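CHO cells stably expressing M1 receptor (2000/well) were cultured 16–30 h, then exposed to compounds with a small lithium addition for 30 min at 37C. IP1 was measured by TR-FRET competition; AC50 from Hill fits.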
NPSR antag – neuropeptide S receptor (human) antagonism, cAMP; Q6W5P4; CHO-NPSR cells, cAMP TR-FRET, antagonist mode; Potency, µM (series often up to 38.3 µM), without a hit: top-dose activity change, negative = inhibition, actives largely listed as inhibitors; actives 1% (n = 220,000); also: potency is read from the fitted curve at half-maximal effect; % is scaled to controls: 0 for no effect and ±100 for the full control effect; nearly all actives have a fitted effect of over 50% in size; many of its hits are not listed in these tables
Target sequence (Q6W5P4 whole entry, looked up): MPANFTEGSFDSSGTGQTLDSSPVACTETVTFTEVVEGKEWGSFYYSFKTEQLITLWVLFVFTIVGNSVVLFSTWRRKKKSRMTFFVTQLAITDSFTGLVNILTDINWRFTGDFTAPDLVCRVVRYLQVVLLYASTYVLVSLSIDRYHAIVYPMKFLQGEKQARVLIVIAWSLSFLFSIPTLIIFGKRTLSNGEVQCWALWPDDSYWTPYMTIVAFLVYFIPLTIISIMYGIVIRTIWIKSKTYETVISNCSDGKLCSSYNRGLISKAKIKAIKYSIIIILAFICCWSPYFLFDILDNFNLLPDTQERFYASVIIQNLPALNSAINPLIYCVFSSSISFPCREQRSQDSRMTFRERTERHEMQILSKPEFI
KinaseGlo FLuc – counter-screen: inhibitors of Kinase-Glo firefly luciferase; Q27757; Kinase-Glo luciferase, ATP luminescence, 8 min; Potency, µM (series often up to 38.3 µM), for inactives: at the top dose activity change, negative = inhibition, hits mostly inhibitors; actives 0.28% (n = 200,000); also: potency is read from the fitted curve at half-maximal effect; % is scaled to controls: 0 for no effect and ±100 for the full control effect; nearly all actives have a fitted effect of over 60% in size
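Substrate mix (final 50 mM imidazole pH 7.2, 50 mM KCl, 7 mM MgCl2, 10 uM ATP, 0.01% Tween 20, 0.05% BSA) plus pin-tool compound, then Kinase-Glo detection mix; 8 min ambient, luminescence read.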
CBFb-RUNX1 inh – CBF-beta/RUNX1 interaction disruption. Q01196+Q13951. AlphaScreen CBFb-His/RUNX1-biotin binding, biochemical. Potency, µM (top dose mostly 59.8 µM), without a hit: at the highest dose activity, negative = inhibition, actives largely listed as inhibitors. 230,000 tested, under 10 active. AID 1477; also: % of control where 0% means no effect
Target sequence (Q01196 whole entry, looked up): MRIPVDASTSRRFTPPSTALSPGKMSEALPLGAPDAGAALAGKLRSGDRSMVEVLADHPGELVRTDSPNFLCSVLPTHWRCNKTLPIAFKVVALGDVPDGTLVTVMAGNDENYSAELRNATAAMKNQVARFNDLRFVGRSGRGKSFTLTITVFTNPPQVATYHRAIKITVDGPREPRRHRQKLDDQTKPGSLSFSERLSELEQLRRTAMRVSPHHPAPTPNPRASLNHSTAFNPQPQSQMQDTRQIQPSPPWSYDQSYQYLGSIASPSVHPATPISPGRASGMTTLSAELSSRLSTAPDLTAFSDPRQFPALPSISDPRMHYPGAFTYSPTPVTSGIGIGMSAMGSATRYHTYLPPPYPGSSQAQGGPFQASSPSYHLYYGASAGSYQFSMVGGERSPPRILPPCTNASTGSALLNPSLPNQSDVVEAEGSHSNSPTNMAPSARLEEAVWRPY
Target sequence (Q13951 whole entry, looked up): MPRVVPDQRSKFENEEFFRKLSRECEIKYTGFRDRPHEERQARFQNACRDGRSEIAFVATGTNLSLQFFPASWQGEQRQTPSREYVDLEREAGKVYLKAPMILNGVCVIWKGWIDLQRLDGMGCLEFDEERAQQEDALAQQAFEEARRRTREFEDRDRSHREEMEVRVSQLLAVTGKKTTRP
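Read-out: AlphaScreen. Format: His-CBF-beta with biotinylated RUNX1 (30 nM each) preincubated 20 min, compound 15 min, Ni-chelate plus streptavidin beads 90 min; room temperature throughout.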
HTT aggregate – reduces HttQ103-GFP aggregates in PC12 cells; PC12 HttQ103-GFP aggregates, Acumen cytometry, 40 h; Potency, µM (titrated, usually from 46.1 µM), inactives show top-dose activity change, negative = inhibition, hits mostly inhibitors; actives 1.1% (n = 220,000); also: potency is read from the fitted curve at half-maximal effect; % is scaled to controls: 0 for no effect and ±100 for the full control effect; nearly all actives have a fitted effect of over 60% in size
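Read-out: GFP aggregate count by laser scanning cytometer (488 nm excitation, 500-530 nm emission, 1–25 µm objects >6 SD above background). Cells: PC12, inducible HTTex1-Q103-GFP, 100 nM tebufenozide; compounds titrated.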
* = called active by the depositor; ? = inconclusive; . = not tested or not shown; & = joins results of further samples; [ ] = remark or other dose. Unless noted, calls follow the shape of the dose curve; as a rule, active = well fitted curve in the direction sought with a large enough effect; inconclusive = small, poorly fitted or top-dose-only effect, or another doubt; inactive = no such curve, though single readings can be large; an effect the other way counts as inactive or inconclusive. Not all compounds are listed (hit frequency here may not be typical).

item	Molecule	Epigenetic reg	CBFb-RUNX1 inh	NPSR antag	IMPase Li inh	HTT aggregate	Lamin A splicing	KinaseGlo FLuc
1	CN(C(=O)COC(=O)c1ccc([N+](=O)[O-])cc1Cl)C1CCCCC1	0.0%	-21%	-1%	-5%	12%	10%[46 µM]	2%
2	CC(C)=CC(=O)N1CCCc2ccccc21	0.9%	9%	-13%[46.1 µM]	26%[38.3 µM]	-22%	8%	4%
3	Fc1ccc(NC(=S)N2CCN(C/C=C/c3ccccc3)CC2)c(F)c1	2.7%	-6%	0%	-10%	?	?	3%
4	CC[C@@H](C)[C@H](NC(=O)C1CCN(C(=O)[C@@H](NS(=O)(=O)c2ccc(C)cc2)C(C)C)CC1)C(=O)O	-1.2%	-18%	-1%[46.1 µM]	1%[38.3 µM]	2%	?	-3%
5	O=C(CCCn1c(=O)[nH]c2ccsc2c1=O)NCc1cccs1	-1.1%	-21%	-8%[46.1 µM]	4%[38.3 µM]	15%	-15%	-3%
6	COC(=O)C(C(=O)OC)=C(/C=C/C=C/N(C)C)N(C)C	1.9%	0%	-26%[46.1 µM]	-9%[38.3 µM]	-9%	9%	-2%
7	O=C(Cc1ccccc1)NNC(=S)NC(=O)c1cccnc1	1.1%	-1%	0%[7.67 µM]	.	3%[9.22 µM]	.	.
8	O=[N+]([O-])c1cccc(N/N=C/c2cccc(O)c2O)c1	1.5%	-26%	-26%	8%	15%[9.22 µM]	?	0%
9	C[C@]12CC[C@@H]3c4ccc(O[C@@H]5O[C@H](C(=O)O)[C@@H](O)[C@H](O)[C@H]5O)cc4CC[C@H]3[C@@H]1C[C@@H](O)[C@@H]2O	-0.1%	7%	13%	.	1%[9.22 µM]	.	.
10	COCCn1c(SC2CCOC2=O)nc2ccccc2c1=O (stereo not drawn)	0.9%	8%	18%	-4%	1%	.	.
11	O=C(O)CC1SC(=Nc2ccccc2)N(c2ccccc2)C1=O (stereo not drawn)	0.0%	8%	-12%[46.1 µM]	17%[38.3 µM]	?	15%	2%
12	COc1cc(NC(=O)COC(=O)/C=C/c2ccc(OC)c(OC)c2)cc(OC)c1	1.1%	-2%	2%	19%	-1%	-20%[46 µM]	1%
13	Cc1ccc(-n2nnc(-c3cc4ccccc4n3C)n2)cc1	-1.5%	-27%	-20%	-1%	1%[9.22 µM]	.	.
14	CC1=C(C)NC(=S)SC1	-1.1%	2%	-5%[46.1 µM]	-5%[38.3 µM]	13%	2%	-2%
15	Cc1ccccc1CS(=O)(=O)Cc1ccc(C(=O)NCc2ccccn2)o1	0.0%	-17%	-7%[46.1 µM]	5%[38.3 µM]	10%	4%[0.0737 µM]	2%
16	CCCCC(CC)CN=C(N)NC(N)=NCCCCCCN=C(N)NC(N)=NCC(CC)CCCC (stereo not drawn)	6.7%	?	.	30%	?	.	-10%
17	O=C1NC2(CCCCC2)N=C1c1ccc(F)cc1	0.0%	-1%	10%[46.1 µM]	-2%[38.3 µM]	-2%	-1%	-2%
18	Cc1cc2c(cc1C)CSC(c1ccc3ccccc3c1O)SC2	1.0%	-21%	-11%[46.1 µM]	42%[activator][38.3 µM]	0%	-17%	-5%
19	CCCCOc1ccc(C(=O)Oc2ccc(C)nc2)cc1	11%	12%	1%[46.1 µM]	-3%[38.3 µM]	11%	6%	3%
20	CCN(CC)S(=O)(=O)c1ccc(C(=O)Nc2ccc(OCC(=O)N3CCOCC3)cc2)cc1	-4.7%	1%	?	-4%[38.3 µM]	-7%	16%	13%
21	NC(=O)C1(N2CCCCC2)CCN(CC(=O)Nc2ccc(Oc3ccccc3)cc2)CC1	-0.7%	-8%	2%[46.1 µM]	-3%[38.3 µM]	-8%	?	-4%
22	CCOC(=O)c1c(CN(C)C)n(-c2ccccc2)c2cc(Br)c(OC)cc12	-0.9%	-2%	-8%	9%	5%	?	0%
23	Cc1nn(-c2ccccc2)nc1C(=O)NNC(=O)c1ccc(C(F)(F)F)cc1	-2.3%	1%	-4%	.	-2%[9.22 µM]	.	.
24	CCC(CC)C(=O)NCCc1cc2ccc(OC)cc2[nH]c1=O	-1.1%	2%	-2%[46.1 µM]	-7%[38.3 µM]	-5%	-1%	-3%
25	COc1cccc(NC(=O)C2CCN(c3ncccn3)CC2)c1	0.9%	4%	-22%[46.1 µM]	20%[38.3 µM]	7%	14%	-4%
26	CCOc1ccccc1CNCc1ccc(F)cc1	-0.3%	7%	2%	5%	9%	?	2%
27	CC(C)(C)c1ccc(-c2cnco2)cc1	-0.1%	6%	-8%	-7%	-17%[9.22 µM]	.	.
28	O=C(c1cccc(N2C(=O)C3C4C=CC(C4)C3C2=O)c1)N1CCN(c2ccccc2)CC1 (stereo not drawn)	3.4%	-6%	-5%	-3%	-18%	.	5%
29	CCC(Oc1ccccc1)C(=O)Nc1nc2ccccc2[nH]1 (stereo not drawn)	-2.1%	5%	-11%[46.1 µM]	17%[38.3 µM]	-17%	4%	-2%
30	C=CCC(C)(O)c1ccc(OC)cc1 (stereo not drawn)	-0.1%	12%	.	3%	.	.	-1%
31	O=C(Nc1ccccn1)c1ccc2nc(-c3ccccc3)c(-c3ccccc3)nc2c1	6.1%	-3%	-35%	11%	10%	.	1%
32	O=C(NCc1nc(-c2ccccc2)cs1)c1ccccc1	-0.6%	4%	1%	7%	-7%	.	1%
33	COc1ccc(-c2nc(C#N)c(NCC3CCCO3)o2)cc1OC (stereo not drawn)	0.0%	9%	8%[46.1 µM]	-8%[38.3 µM]	-5%	-2%	-15%
34	COC(=O)c1ccc(-c2noc(CN3CCCC(CNC(C)=O)C3)n2)cc1 (stereo not drawn)	0.0%	-3%	-15%	6%	-11%[9.22 µM]	.	-1%
35	O=C(N/N=C/C(Br)=C\c1ccccc1)c1ccco1	?	1%	10%	.	19%[9.22 µM]	.	.
36	CC(C)(C)NCC(O)c1cc(O)cc(O)c1 (stereo not drawn)	1.9%&-1.2%&-1.3%	4%&-5%&-8%	7%	-1%&7%&14%	-3%	?	14%&-6%&-4%
37	O=C(Nc1ccc2nc3ccccc3nc2c1)c1ccccc1	-1.0%	-12%	-7%	3%	-21%	-7%	0%
38	O=C(CSc1nc(Nc2ccccc2)nc(N2CCOCC2)n1)Nc1ccc2c(c1)OCCO2	2.2%	-3%	?	10%[38.3 µM]	23%	?	-5%
39	COc1ccc(OC)c(NC(=O)CC2C(=O)NCCN2C(=O)Nc2cccc(Cl)c2)c1 (stereo not drawn)	-5.5%	8%	-1%[46.1 µM]	18%[38.3 µM]	11%	3%	0%
40	CCN(CC)C(=O)NC1CCCCCCC1	-4.5%	-1%	1%	9%	14%	?	2%
41	COC(=O)c1sccc1NC(=O)c1ccc(OC)cc1	-6.2%	1%	?	?	-13%	?	-4%
42	O=C(Nc1ccc2ccccc2c1)[C@@H]1C[C@H]1[C@@H](NP(=O)(c1ccccc1)c1ccccc1)c1ccccc1	-1.4%&-1.0%	-4%[2.36 µM]	-15%	7%&5%	-6%	10%	-2%&-3%
43	COc1ccc(OC)c(-n2nnnc2SCC(=O)O)c1	-2.9%	0%	-2%[46.1 µM]	-9%[38.3 µM]	8%[9.22 µM]	1%	9%
44	COc1cc(NC(=O)c2ccco2)c(OC)cc1NC(=O)CCC(=O)Nc1cc(C)ccc1C	0.0%	4%	-9%[46.1 µM]	4%[38.3 µM]	-3%	-3%	-2%
45	O=C(c1ccco1)N1CCN(C(=O)c2cc3cc([N+](=O)[O-])ccc3oc2=O)CC1	3.5%	-5%	11%	-6%	-12%	.	-2%
46	Cc1cc(C)nc(NC2=NCCN2C(=S)Nc2c(C)cccc2C)n1	1.1%	-2%	-26%	7%	-2%	?	-4%
47	CC(NC(=O)Cc1ccsc1)c1ccc(S(N)(=O)=O)cc1 (stereo not drawn)	-1.7%	4%	4%[46.1 µM]	0%[38.3 µM]	-14%	1%	1%
48	CC(C)Cn1c(SCC#N)nc2ccccc2c1=O	0.5%	12%	4%[7.67 µM]	10%[38.3 µM]	4%	-7%	0%
49	CCc1nc2ccccc2n1CC(O)COc1ccc(NC(C)=O)cc1 (stereo not drawn)	-1.0%	6%	-12%[46.1 µM]	-3%	-14%	-5%	0%
50	Cc1ccc(-n2cc(CNCCc3cscn3)c(-c3ccc(F)cc3)n2)cc1	0.0%	9%	19%	4%	4%[9.22 µM]	.	1%
51	COc1ccc(CCN(C(=O)c2ccco2)C(C(=O)NC2CCCC2)c2ccncc2)cc1OC (stereo not drawn)	2.5%	-1%	10%	17%	12%[9.22 µM]	.	4%
52	COc1ccc(C(=O)OCN2C(=O)c3ccccc3C2=O)cc1	-0.1%	4%	-4%	3%	16%	-15%[46 µM]	1%
53	O=C(O)Cn1cc(/C=c2/sc3nc4ccccc4n3c2=O)c2ccccc21	9.4%	-2%	-14%	4%	22%	.	0%
54	CNS(=O)(=O)c1cnccc1N1CCN(c2cccc(Cl)c2)CC1	-0.7%	1%	-24%[46.1 µM]	-9%[38.3 µM]	?	?	-2%
55	CCN1CCN(CC(=O)Nc2ccc3c(c2)OCCO3)C(=O)C1=O	4.1%	-2%	-5%[46.1 µM]	-12%[38.3 µM]	4%	3%	3%
56	O=c1[nH]c(CSc2nc3ccccc3s2)nc2cc(Cl)ccc12	2.1%	15%	-5%	.	14%[9.22 µM]	.	.
57	O=C(CSc1nc(-c2ccco2)cc(C(F)(F)F)n1)N1CCSCC1	2.3%	10%	-21%[46.1 µM]	8%	1%	0%	2%
58	COc1cc(C)nc(N2CCCC(C(=O)Nc3cccc(Cl)c3Cl)C2)n1 (stereo not drawn)	0.9%	1%	-11%[46.1 µM]	12%[38.3 µM]	25%	11%	-3%
59	CCc1nc2c(sc3nc(N4CCOCC4)c4c(c32)CC(C)(C)OC4)c(=O)o1	-0.4%	1%	-7%[46.1 µM]	9%[38.3 µM]	-6%[9.22 µM]	2%	3%
60	COC(=O)N/N=C/c1ccc(-c2ccccc2Cl)o1	0.0%	-3%	-13%	.	-19%[9.22 µM]	.	.

Full records from above.
Shown for O=C(Nc1ccccn1)c1ccc2nc(-c3ccccc3)c(-c3ccccc3)nc2c1 = Epigenetic reg = 6.1%; CBFb-RUNX1 inh = -3%; NPSR antag = -35%; IMPase Li inh = 11%; HTT aggregate = 10%; Lamin A splicing = .; KinaseGlo FLuc = 1%
Shown for Cc1ccc(-n2cc(CNCCc3cscn3)c(-c3ccc(F)cc3)n2)cc1 = Epigenetic reg = 0.0%; CBFb-RUNX1 inh = 9%; NPSR antag = 19%; IMPase Li inh = 4%; HTT aggregate = 4%[9.22 µM]; Lamin A splicing = .; KinaseGlo FLuc = 1%
